Eya2 inh = blocks the phosphatase activity of human Eya2; recombinant Eya2, OMFP fluorescence dephosphorylation (OMFP is methylfluorescein phosphate); AID 488837; O00167; 330,000 tested, 0.006% active; Potency, µM (doses to about 76.9 µM), without a hit: top-dose activity, negative = inhibition, usual class: inhibitors; further: potency means the concentration at half of the fitted maximal effect; on the % scale 0 is the no-effect control and ±100 the full control effect
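Eya2 protein (added as 0.2 uM solution) was preincubated with compound for 10 min at ambient temperature in 50 mM HEPES pH 7.5, 50 mM NaCl, 5 uM MgCl2, 0.05% BSA, 1 mM DTT. OMFP (added at 50 uM) then reacted 10 min; fluorescence read at 485/525 nm.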
BRCA1 expr up = increases BRCA1 expression. 380,000 tested, 1.1% active. Potency, µM (titrated, usually from 46.1 µM), for the others: at the top dose activation, hits mostly activators. MCF7-BRCA1-FFLuc reporter, luminescence, 48 h; response scale: scaled: vehicle 0%, 10 µM genistein 100%; further: potency means the concentration at half of the fitted maximal effect; nearly all actives have a fitted effect of over 80% in size; some results filed as inactive show a strong effect at the top dose
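48 h compound treatment of MCF7-BRCA1-FFLuc cells (phenol-red free MEM, 37 °C), then 15 min with luciferase substrate and luminescence imaging.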
ASM inhibitor = inhibitors of human secretory acid sphingomyelinase; 340,000 tested, 0.006% active; placental ASM, HMU-PC fluorogenic substrate, 60 min; Potency, µM (titrated, usually from 57.5 µM), for the others: top-dose activity change, negative = inhibition, hits mostly inhibitors; P17405; further: potency means the concentration at half of the fitted maximal effect
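HMU-PC0 cleavage (9 uM final) by human placental ASM, 60 min at 37 °C following 10 min compound exposure at RT; stopped at pH 10, fluorescence Ex 386/Em 447 nm.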
USP2a block = blocks human ubiquitin-specific protease USP2a | O75604 | USP2 core, Ub-CHOP2 coupled fluorogenic reporter, 485/531 | Potency, µM (highest dose often 38.3 µM), inactives show at the top dose activity change, negative = inhibition, usual class: inhibitors | 330,000 tested, 0.01% active;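 further: potency means the concentration at half of the fitted maximal effect; plate controls were DMSO wells for no effect and full inhibition by NEM control for full effect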
Target sequence (O75604 whole entry, looked up): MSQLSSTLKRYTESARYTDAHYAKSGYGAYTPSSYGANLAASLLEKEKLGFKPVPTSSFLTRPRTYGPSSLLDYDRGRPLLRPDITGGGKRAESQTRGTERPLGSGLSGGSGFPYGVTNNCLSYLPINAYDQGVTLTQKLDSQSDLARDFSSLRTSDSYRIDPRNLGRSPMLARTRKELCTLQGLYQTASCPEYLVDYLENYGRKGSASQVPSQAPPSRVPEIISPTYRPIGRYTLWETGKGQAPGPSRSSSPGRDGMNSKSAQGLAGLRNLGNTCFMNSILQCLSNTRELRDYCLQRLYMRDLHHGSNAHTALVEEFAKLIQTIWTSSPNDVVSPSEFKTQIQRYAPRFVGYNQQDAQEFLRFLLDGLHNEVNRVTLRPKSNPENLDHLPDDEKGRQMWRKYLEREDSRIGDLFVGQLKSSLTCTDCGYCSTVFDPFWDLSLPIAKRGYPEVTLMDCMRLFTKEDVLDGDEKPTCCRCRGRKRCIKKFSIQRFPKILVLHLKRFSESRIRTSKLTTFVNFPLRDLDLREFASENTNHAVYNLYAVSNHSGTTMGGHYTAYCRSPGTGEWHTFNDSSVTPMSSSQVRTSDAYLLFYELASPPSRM
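Cell-free coupled assay: 10nM USP2 core preincubated 30min RT with compound in Tris-HCl pH 8.0/CaCl2/CHAPS buffer, then 25nM Ub-CHOP2 and 25nM reporter substrate; fluorescence (Ex 485/Em 531) read after 60min RT, normalized to NEM inhibition, concentration-response curves fitted.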
p53 reactivation = re-activators of mutant p53; Potency, µM (highest dose often 92.2 µM), for the others: top-dose activity change, positive = activation, actives largely listed as activators; 320,000 tested, 0.063% active; H1299 p53-A138V BP100-luciferase reporter, luminescence, 24 h; further: potency means the concentration at half of the fitted maximal effect; % of control where 0% means no effect; nearly all actives have a fitted effect of over 45% in size
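H1299 (p53-null), stable ts p53-A138V + BP100-Luc; 1000 cells/well, Opti-MEM/10% FBS; cpd 4 pt, 1:5; 24 h, 37 deg C, 5% CO2; detection reagent 10 min RT; luminescence.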
Integrin act MD = activates integrin-mediated alleviation for muscular dystrophy; alpha7betagal myoblasts, beta-gal FDG fluorescence, 48 h; Potency, µM (top dose mostly 38.3 µM), without a hit: at the highest dose activation, hits mostly activators; 350,000 tested, 0.064% active; AID 624291;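 further: potency means the concentration at half of the fitted maximal effect; 100% = response of the positive control SU9516; nearly all actives have a fitted effect of over 60% in size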
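alpha7betagal+/- myoblasts (passage 13, 250/well) treated 48 h at 37C with compounds at 1:260 dilution of DMSO stock. Lysed, then beta-galactosidase activity read as FDG fluorescence (ex 480/em 540) after 30 min, with pre-read for autofluorescence.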
ELG1 genotox = genotoxicity induction in ELG1-luciferase HEK293T cells; Potency, µM (doses to about 46 µM), for the others: at the top dose activity change, positive = activation, hits mostly activators; HEK293T ELG1-luciferase reporter, luminescence, 16 h; AID 504466; 330,000 tested, 1.3% active; further: potency means the concentration at half of the fitted maximal effect; % of control where 0% means no effect; nearly all actives have a fitted effect of over 60% in size
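After overnight (16 hr) compound treatment at 37 °C, ELG1-luciferase HEK293T cells were lysed with ONE-Glo; luminescence quantified 30 min later at room temperature.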
B2AR arrestin = beta2AR (human) beta-arrestin recruitment activity; Potency, µM (highest dose often 46.1 µM), for inactives: at the top dose activation, most hits filed as activators; 330,000 tested, 0.02% active; beta-arrestin recruitment to beta2AR, cell-based reporter; P07550;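 further: potency means the concentration at half of the fitted maximal effect; 0% = DMSO controls and full agonism = EC100 isoproterenol or metaproterenol; nearly all actives have a fitted effect of over 65% in size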
Target sequence (P07550 whole entry, looked up): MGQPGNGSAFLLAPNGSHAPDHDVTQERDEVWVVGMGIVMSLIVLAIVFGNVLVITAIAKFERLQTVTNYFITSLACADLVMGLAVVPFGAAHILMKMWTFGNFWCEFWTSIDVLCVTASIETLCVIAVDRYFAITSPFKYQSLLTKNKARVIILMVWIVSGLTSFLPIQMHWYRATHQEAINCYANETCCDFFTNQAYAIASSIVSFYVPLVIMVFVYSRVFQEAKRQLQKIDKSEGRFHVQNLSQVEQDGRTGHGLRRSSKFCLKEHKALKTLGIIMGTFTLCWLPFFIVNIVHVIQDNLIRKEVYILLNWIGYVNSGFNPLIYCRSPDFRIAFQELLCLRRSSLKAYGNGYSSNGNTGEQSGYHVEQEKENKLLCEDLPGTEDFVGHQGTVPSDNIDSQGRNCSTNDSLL
uPA generation = inhibitors of cell surface uPA generation | Potency, µM (titrated, usually from 38.3 µM), for the others: at the highest dose activity change, negative = inhibition, actives largely listed as inhibitors | 330,000 tested, 0.31% active | AID 540303 | cell surface uPA generation assay, qHTS; active means well fitted inhibition curve with a large enough effect; inconclusive means small, poorly fitted or top-dose-only effect; inactive means no such curve, though single readings can be large or run the other way; tested in mouse RAW 264.7 cells; further: potency means the concentration at half of the fitted maximal effect; on the % scale 0 is the no-effect control and ±100 the full control effect; nearly all actives have a fitted effect of over 55% in size
TRPV1 ag = agonists of human vanilloid receptor 1 (TRPV1) | Q8NER1 | TRPV1-expressing cells, Fluo-8 calcium influx, agonist mode | activation, % at 8.33 µM | 320,000 tested, 0.19% active | AID 540275; in the data active means activation above about 80%; inconclusive means between about 30% and that limit; further: 0% is about no effect
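TRPV1-expressing cells were cultured overnight at 35.5C and loaded with Fluo-8 calcium dye for 40 to 90 min at room temperature. After a 10 s baseline, compound was added and calcium influx was read kinetically for 3 min (ex 480/em 520 nm).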
PTAP TSG101 blk = blocks PTAP/TSG101 interaction to inhibit HIV-1 budding; 340,000 tested, under 10 active; Q99816; Potency, µM (doses to about 115 µM), inactives show at the top dose activity change, negative = inhibition, usual class: inhibitors; Fluorescence polarization, FITC-PTAP peptide / Tsg101 binding; active means well fitted inhibition curve with a large enough effect in the main read-out, with a control signal flat, not every such curve was filed as active; inconclusive means small, poorly fitted or top-dose-only effect, or effect the other way, or a change in a side signal; inactive means no such curve, though single readings can be large or run the other way; further: potency means the concentration at half of the fitted maximal effect; % of control where 0% means no effect
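Fluorescence polarization binding of Tsg101 binding domain (10 uM final) to FITC-labeled PTAP peptide (50 nM final) in HEPES pH 7.5 buffer with NaCl, Tween 20, EDTA, TCEP. Compounds added before peptide; binding 20 min at RT.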
* = called active by the depositor; ? = inconclusive; nt = no result given; & = joins results of further samples; [ ] = dose if it differs, or a comment. Unless noted, the call rests on the fitted dose curve; in most records, active means well fitted curve in the direction sought with a large enough effect; inconclusive means small, poorly fitted or top-dose-only effect, or another doubt; inactive means no such curve, though single readings can be large; an effect the other way counts as inactive or inconclusive.

SMILES | Eya2 inh | BRCA1 expr up | ASM inhibitor | USP2a block | p53 reactivation | Integrin act MD | ELG1 genotox | B2AR arrestin | uPA generation | TRPV1 ag | PTAP TSG101 blk
CN(Cc1nc(-c2cccs2)no1)CC1(N2CCOCC2)CCCCC1 | -11% | 21% | -3% | 2% | 3% | 3% | -2% | -1.1% | 8% | 6 | 0%
CN(CC(=O)Nc1cc(S(=O)(=O)N2CCCC2)ccc1Cl)Cc1ccc2c(c1)OCO2 | -6% | -36% | 2% | -6% | -3% | -12% | -8% | 0.0% | 6% | ? | -5%
O=C(CCC(=O)N1CCN(Cc2ccccc2)CC1)Nc1nnc(C2CCCCC2)s1 | -4% | 2% | -1% | 1% | -4% | 2% | -6% | 0.0% | -14% | 3 | 1%
COc1ccc(CCNC(=O)c2oc3ccc(OC)cc3c2C)cc1 | 7% | 20% | -6% | -1% | ? | 27% | -1% | -0.4% | 4% | 19 | 1%
COc1ccc(C(=O)NCCCCCC(=O)O)cc1OC | nt | 0% | 3% | nt | nt | -10% | nt | nt | 4% | 0 | -10%
C[C@@H]1CN([C@H](C)CO)C(=O)Cc2cc(NC(=O)CCC(F)(F)F)ccc2O[C@@H]1CN(C)S(=O)(=O)c1ccccc1 | nt | 8% | -6% | nt | nt | -8% | nt | nt | 12% | nt | -12%
Cc1noc(-c2ccccc2)c1NC(=O)Nc1ccc(Cl)cc1 | -2% | -6% | -4% | 2% | -5% | 20% | -6% | -0.9% | 0% | ? | -1%
O=C(COC(=O)c1cccs1)Nc1ccc(F)c(F)c1 | 12% | 0% | 0% | 1% | ? | -15% | 3% | -0.4% | -11% | 11 | -1%
C=C1Cn2c(nnc2-c2ccc(Cl)cc2)S1 | -7% | 0% | 1% | 0% | 2% | -19% | 5% | 0.3% | -10% | nt | 0%
CC(=O)N1CCN=C1SCc1ccc(Cl)cc1 | -4% | -9% | -2% | 4% | -4% | -33% | 6% | -0.1% | ? | -5 | -1%

Record cards, from the list above. Order of screens: Eya2 inh	BRCA1 expr up	ASM inhibitor	USP2a block	p53 reactivation	Integrin act MD	ELG1 genotox	B2AR arrestin	uPA generation	TRPV1 ag	PTAP TSG101 blk
CN(Cc1nc(-c2cccs2)no1)CC1(N2CCOCC2)CCCCC1 is listed as -11%	21%	-3%	2%	3%	3%	-2%	-1.1%	8%	6	0%
C=C1Cn2c(nnc2-c2ccc(Cl)cc2)S1 is listed as -7%	0%	1%	0%	2%	-19%	5%	0.3%	-10%	nt	0%
CC(=O)N1CCN=C1SCc1ccc(Cl)cc1 is listed as -4%	-9%	-2%	4%	-4%	-33%	6%	-0.1%	?	-5	-1%

(cont.)
SMILES | Eya2 inh | BRCA1 expr up | ASM inhibitor | USP2a block | p53 reactivation | Integrin act MD | ELG1 genotox | B2AR arrestin | uPA generation | TRPV1 ag | PTAP TSG101 blk
CN1CCN(C(=O)c2cnn3c(C(F)F)cc(C4CC4)nc23)CC1 | -13% | 1% | 0% | 4% | 7% | 9% | -2% | -0.1% | 7% | 1 | -7%
CC(=O)Nc1ccc(-c2csc(Nc3ccc(S(N)(=O)=O)cc3)n2)cc1 | -16% | -22% | -2% | 11% | 2% | 6% | 5% | 0.1% | 6% | 3 | 0%
CCOc1nc(C)ccc1-c1noc(C)n1 | 5% | 0% | 8% | 1% | -4% | 12% | 1% | -0.4% | 13% | -3 | nt
COc1cc(F)c(C2=CC(=O)C[C@H](c3ccc4c(c3)OCO4)C2)cc1F | 8% | -2% | -5% | 1% | -13% | 8% | 1% | 0.4% | -7% | 0 | 0%
CC(C)(C)c1ccc(OCc2nc(-c3ccccn3)no2)c(Br)c1 | nt | ? | -10% | nt | nt | -5% | nt | nt | 6% | -3 | -3%
O=C(Cn1cc(C(F)(F)F)cc(Cl)c1=O)NCC1COc2ccccc2O1 (stereo not drawn) | 4% | 2% | 3% | -2% | 5% | -28% | 0% | -0.3% | 9% | -1 | 3%
O=C(CN(Cc1ccccc1)S(=O)(=O)c1ccc(F)cc1)NCc1cccnc1 | 17% | -8% | -2% | -3% | 0% | -4% | -12% | -0.1% | 10% | 24 | nt
O=C(Nc1ccccn1)C1(c2ccccc2)CCCC1 | -4% | -2% | 0% | 0% | 8% | 19% | -4% | 2.9% | nt | 27 | 0%
Cc1cccc(CS(=O)(=O)Cc2ccc(C(=O)O)o2)c1 | 12% | -11% | 2% | 1% | 2% | 14% | 0% | 0.0% | 5% | -4 | -1%
NCCCC[C@H](NC(=O)C1CCNCC1)c1nnc([C@@H](N)Cc2ccc(O)cc2)o1 | 16% | -14% | 4% | -2% | 2% | -4% | 0% | -0.2% | 19% | -2 | -5%
O=C(NCc1ccco1)c1cc(S(=O)(=O)N2CCCCC2)ccc1Cl | 9% | 5% | 2% | 0% | -9% | 18% | 0% | 0.2% | -10% | 5 | -6%
COc1ccc(S(=O)(=O)Nc2cccc3c2O[C@H](CN(C)Cc2ccccc2)[C@@H](C)CN([C@H](C)CO)C3=O)cc1 | 3% | 10% | -2% | 1% | -4% | 24% | 1% | -0.1% | 6% | nt | -1%
Cc1no[n+]([O-])c1COc1ccccc1/C=C1\NC(=S)NC1=O | 13% | -44% | -1% | 6% | 6% | -33%[inhibitor] | -2% | -0.9% | -9% | -7 | -2%
Cc1nc2ccccc2c(=O)n1/N=C/c1ccc(OC(F)F)cc1 | -4% | 38% | 1% | 0% | -3% | 11% | 0% | -1.0% | -1% | ? | -4%
CCC(C)N(C(=O)CN1C(=O)NC2(CCc3ccccc32)C1=O)C1CCS(=O)(=O)C1 (stereo not drawn) | 9% | -13% | 8% | 3% | ? | 18% | 0% | -0.2% | 1% | -4 | -1%
CC(C)CNc1nc(Oc2ccc(=O)n(C)n2)nc(N2CCOCC2)n1 | -8% | -17% | 2% | 3% | -14% | 9% | ? | 0.6% | -8% | -2 | 0%
CN(Cc1ccco1)C(=O)CN1C(=O)NC(c2ccccc2)(c2ccccc2)C1=O | 20% | -6% | nt | 3% | -4% | 0% | -1% | -0.6% | 16% | -6 | 0%
COc1ccc(C(CC(=O)Nc2ncccc2C)N2Cc3ccccc3C2=O)cc1OC (stereo not drawn) | 9% | 0%&0% | 6% | 1% | -1% | -6% | -2% | 0.2% | -1% | -4 | -5%
COc1ccc(CCNC(=O)C2CC2)cc1OC | -5% | 13% | 1% | 0% | -4% | 23% | -4% | -1.6% | 3% | 2 | -1%
O=C(CSC1=Nc2ccccc2C2CC=NN12)Nc1ccc(F)cc1Cl (stereo not drawn) | -20% | -2% | -8% | 1% | 0% | -11% | 0% | 0.4% | nt | 6 | 0%
COc1cccc(NC(=O)CSc2nn3c(=O)c(C)nnc3s2)c1 | -14% | 2% | 5% | 0% | 7% | 16% | 4% | 0.0% | -2% | 2 | -5%
O=C1C(c2ccccc2)SC(=Nc2ccccc2)N1S(=O)(=O)c1ccccc1 (stereo not drawn) | 22% | 20% | -4% | 0% | 6% | 7% | -6% | -0.8% | 10% | -3 | -1%
CCOc1ccc(NC(=O)COC(=O)c2ccc3ncsc3c2)cc1OCC | 23% | 66% | 8% | 0% | 2% | -10% | 6% | 0.0% | 1% | 0 | 2%
CC(C)(C)OC(=O)N1CCC(C(=O)Nc2cccc(C(=O)NCCCc3ccccc3)c2)CC1 | nt | -29% | -7% | nt | nt | -9% | nt | nt | ? | nt | -5%
CC(=O)N1Cc2[nH]c3ccccc3c2CC1C(=O)O (stereo not drawn) | -3% | -4% | 0% | 0% | 3% | 13% | -1% | -1.2% | 3% | 1 | -1%
O=C(COc1ncnc2ccc(Br)cc12)N1CCOCC1 | -22% | -5% | 0% | -3% | -3% | -13% | 4% | 0.1% | -4% | 0 | -11%
COc1ccc2nc(N/C(N)=N/C(=S)Nc3ccccc3)nc(C)c2c1 | 12% | 72% | 41%[activator] | 4% | 16% | -54%[inhibitor] | -4% | -0.7% | -3% | -5 | 1%
CCOc1ccc(NC(=O)C2CCN(S(=O)(=O)c3ccc4c(c3)NC(=O)C(C)S4)CC2)cc1 (stereo not drawn) | 1% | -28% | -5% | 2% | -7% | -32% | -10% | -0.4% | ? | 5 | 4%
CCc1nnc(NS(=O)(=O)c2ccc(NC(=O)c3cc(Cl)ccc3[N+](=O)[O-])cc2)s1 | -2% | -10% | -2% | 0% | nt | 12% | 0% | 0.5% | 2% | -2 | 1%
